MC4R barr agon – MC4R agonists recruiting beta-arrestin, primary screen, cell-based, luminescence, agonist arm of biased-ligand search | Melanocortin receptor 4 (Homo sapiens), P32245 | U2OS MC4R beta-arrestin complementation; percent of melanotan II response, DMSO zero | activation, % at 8.9 µM | 360,000 tested, 0.98% active | AID 540308, 2011;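 active means activation above a per-plate cutoff, the mean activation of sample wells on that plate plus 3 SD, cut at about 8% in these data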
Target sequence (P32245 whole entry, looked up): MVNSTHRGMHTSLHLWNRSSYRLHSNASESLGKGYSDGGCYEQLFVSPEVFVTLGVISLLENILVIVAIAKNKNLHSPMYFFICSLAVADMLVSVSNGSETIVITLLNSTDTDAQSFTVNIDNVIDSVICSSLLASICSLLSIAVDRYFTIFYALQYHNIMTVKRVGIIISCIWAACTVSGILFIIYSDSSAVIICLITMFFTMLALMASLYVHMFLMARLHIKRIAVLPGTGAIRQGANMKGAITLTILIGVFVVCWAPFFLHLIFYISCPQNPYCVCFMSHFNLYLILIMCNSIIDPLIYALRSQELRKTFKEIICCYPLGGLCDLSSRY
ABHD5 PLIN5 PPI – ABHD5-PLIN5 interaction inhibitors, primary screen, cell lysate, split luciferase complementation, luminescence; Split G. princeps luciferase complementation, 4 h; inhibition, % at 4 µM; 360,000 tested, 0.78% active; AID 602281, 2012;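 active means inhibition above the mean inhibition across every tested compound plus 3 SD, cut at about 22% in these data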;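 further: 0% = DMSO only wells and the 100% control is not disclosed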
LRH-1 inv ag – LRH-1 (NR5A2) inverse agonists, primary screen, cell-based, luminescence, HEK293T, StAR-luciferase reporter. Nuclear receptor subfamily 5 group A member 2 (Homo sapiens), O00482. LRH-1 transfected, 24 h. inhibition, % at 3.6 µM. 360,000 tested, 0.13% active. AID 602396, 2012;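 active means inhibition above the mean inhibition of all tested compounds plus 3 SD, cut at about 73% in these data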;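 further: 0% = DMSO wells and 100% = reporter-only cells lacking LRH-1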
NCOA1 inh – SRC1 coactivator transcriptional activity inhibitors, primary screen, cell-based, luminescence; HEK293 GAL4-SRC1 luciferase reporter; inhibition, % at 3.6 µM; 360,000 tested, 0.12% active; AID 588354, 2011;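 active means inhibition above the campaign mean plus 3 SD, with each screening campaign given its own cutoff, cut at about 60% in these data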;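 further: 0% = DMSO treated cells and 100% = gossypol at 36 µM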
TLR9-MyD88 block – inhibitors of TLR9-MyD88 association in cells, primary screen, cell-based, CHO, BLA complementation, fluorescence; CCF4 FRET ratio; inhibition, % at 4.98 µM; 340,000 tested, 0.21% active; AID 504734, 2011;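 active means inhibition above the mean over all tested compounds plus 3 SD, cut at about 21% in these data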;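 further: 0% = DMSO only wells and 100% = clavulanate BLA inhibitor control wells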
LMP1 NFkB inh – EBV LMP1-driven NF-kappaB luciferase reporter inhibitors, primary screen, cell-based, luminescence, single point | 350,000 tested, 0.69% active | LMP1-induced NF-kappaB luciferase reporter cells | inhibition, % at 12.5 µM; in the data active means inhibition above about 41%;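 further: 0% = neutral control wells and 100% = reference inhibitor control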
NCOA2 inhibitor – inhibition of GAL4-SRC2 driven luciferase reporter, primary screen, SRC2 inhibitor project, cell-based, luminescence | 370,000 tested, 0.17% active | inhibition, % at 9 µM | HEK293 GAL4-SRC2 luciferase reporter | AID 651957, 2012 | Nuclear receptor coactivator 2 (Homo sapiens), Q15596;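 active means inhibition above the mean inhibition of all tested compounds plus 3 SD, set per campaign, cut at about 52% in these data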;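 further: 0% = DMSO treated cells and 100% = cells given Gossypol at 36 µM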
NCOA3 inh – SRC3 coactivator transcriptional activity inhibitors, primary screen, cell-based, luminescence. Nuclear receptor coactivator 3 (Homo sapiens), Q9Y6Q9. HEK293 GAL4-SRC3 luciferase reporter. inhibition, % at 3.6 µM. 360,000 tested, 0.17% active. AID 588352, 2011;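 active means inhibition above a per-campaign cutoff, the mean of all compounds plus 3 SD, cut at about 60% in these data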;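 further: 0% = DMSO-treated cells and 100% = gossypol-treated cells at 36 µM; higher means less SRC3-driven luciferase light from the GAL4 reporter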
MC4R antagonist – MC4R antagonists of cAMP signaling, primary screen, cell-based, TR-FRET, antagonist arm of biased-ligand search. Melanocortin receptor 4 (Homo sapiens), P32245. MC4R-expressing cells, MTII-stimulated cAMP, LANCE TR-FRET. inhibition, % at 6.5 µM. 360,000 tested, 0.48% active. AID 540295, 2011;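 active means inhibition above its plate's cutoff, the mean of tested wells on that plate plus 3 SD, cut at about 29% in these data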;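 further: 0% = Melanotan II alone and 100% = Melanotan II plus saturating MCL0020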
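System: U2OS-MC4R stable cell line; Technique: Eu-cAMP/anti-cAMP TR-FRET, emission 671 nm; Repeats: single well per compound; Also added: Melanotan II; Dosing: one concentration, 6.5 µM nominal; Schedule: 30-min compound, 1-h challenge, 1-h detection, room temperature.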
NOD2-RIPK2 inh – NOD2-RIPK2 binding disruptors in cells, primary screen, fluorescence, CHO cells, BLA complementation; inhibition, % at 4.98 µM; 360,000 tested, 0.38% active; CCF4 ratio; in the data active means inhibition above about 21%;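 further: 0% = vehicle only and 100% = reference blocker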
Target sequence (O43353 whole entry, looked up): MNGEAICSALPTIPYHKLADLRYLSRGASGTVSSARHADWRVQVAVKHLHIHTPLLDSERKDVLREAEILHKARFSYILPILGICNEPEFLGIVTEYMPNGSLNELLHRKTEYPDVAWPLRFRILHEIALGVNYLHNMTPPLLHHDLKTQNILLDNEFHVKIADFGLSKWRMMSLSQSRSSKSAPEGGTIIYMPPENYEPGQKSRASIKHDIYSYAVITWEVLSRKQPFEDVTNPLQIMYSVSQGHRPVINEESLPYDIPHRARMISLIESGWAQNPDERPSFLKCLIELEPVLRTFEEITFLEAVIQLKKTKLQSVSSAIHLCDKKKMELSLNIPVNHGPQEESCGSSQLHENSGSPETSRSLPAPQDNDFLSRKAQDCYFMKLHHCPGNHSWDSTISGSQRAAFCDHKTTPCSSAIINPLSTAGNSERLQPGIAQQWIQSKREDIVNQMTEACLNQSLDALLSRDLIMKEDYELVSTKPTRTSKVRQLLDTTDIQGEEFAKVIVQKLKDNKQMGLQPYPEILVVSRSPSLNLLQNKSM
COUP-TFII inh – NR2F2 transcriptional activity inhibitors, primary screen, cell-based, luciferase reporter, HEK293T, luminescence; HEK293T NGFI-A luciferase reporter; COUP transcription factor 2 (Homo sapiens), P24468; 370,000 tested, 0.7% active; inhibition, % at 8.6 µM;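 active means inhibition above a per-plate cutoff, mean inhibition of test wells between control levels plus 3 SD, cut at about 38% in these data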;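 further: cells cotransfected with COUP-TFII expression vector driving the NGFI-A reporter; 0% = median of COUP-TF2 test wells and 100% = reporter-only cells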
Numbers without * were called inactive; nt = no result given. A portion of the library (hit frequency here may not be typical).

SMILES	MC4R barr agon	ABHD5 PLIN5 PPI	LRH-1 inv ag	NCOA1 inh	TLR9-MyD88 block	LMP1 NFkB inh	NCOA2 inhibitor	NCOA3 inh	MC4R antagonist	NOD2-RIPK2 inh	COUP-TFII inh
Cc1onc(-c2c(F)cccc2Cl)c1C(=O)Nc1cccc(Cn2cccn2)c1	-2.0	0	10	14	-2	6	9	10	5	-3	8
Cc1ccc(OCCNC(=O)c2ccccc2O)cc1	-1.6	-1	2	-25	-6	-9	-13	-21	-5	11	2
CCCc1nc(SCC(=O)Nc2nc3c(s2)CCCC3)c2ccccc2n1	2.2	-9	-3	-5	-7	1	20	-59	36*	-3	-4
CCOC(=O)c1c(-c2ccccc2)csc1NC(=O)/C(C#N)=C/c1ccc(O)c(OC)c1	0.9	4	-2	-21	19	0	-4	-3	18	9	12
OCc1nc2ccccc2n1CCCOc1ccccc1	0.4	-4	-67	-53	-5	-22	-18	-38	7	-4	-37
CS(=O)(=O)N(CC(=O)N1CCN(Cc2ccccc2)CC1)Cc1ccccc1	-0.5	5	16	10	4	7	17	-6	7	-6	18
CC(C)(C)c1ccc(C(=O)C2CCCN(C(=O)CCn3cncn3)C2)cc1 (stereo not given)	-1.0	-1	5	-11	-2	-16	3	-15	-1	-4	11
CCOc1ccc(OCCC(=O)OCC(=O)NCc2ccc(Cl)cc2)cc1	3.7	1	-2	-4	4	-2	-3	10	14	-6	3
COc1ccc(C(=O)NCCN2CCC(n3c(=O)[nH]c4ccccc43)CC2)cc1F	nt	0	-22	nt	nt	nt	-4	nt	nt	-2	-8
CC(=O)Nc1ccc(Cl)c(C(N)=O)c1	-0.3	-1	-11	-16	-4	-8	-5	10	7	-7	7
Cc1cccc(-c2noc(CCCC(=O)NCC3CCCO3)n2)c1 (stereo not given)	-2.0	8	-12	-15	0	-4	6	-2	4	1	-7
NC(=O)c1ccc(NC(=O)CN2CCN(Cc3ccccc3)CC2)cc1	-0.5	1	2	2	0	-5	14	-8	7	1	2
CCOC(=O)N1CCN(C(=O)c2cc(COc3ccc4ncccc4c3)on2)CC1	1.0	-2	27	3	-9	14	30	12	-2	-7	58*
COc1cccc(C(=O)NC2CCN(C(=O)N3CCCCC3)CC2)c1	-2.2	-1	9	-12	9	-8	5	-3	-4	-7	9
COc1ccc(CN2CCCC(CNC(=O)c3ccc(F)cc3)C2)cc1OC (stereo not given)	-1.4	4	-4	-22	-15	-4	-18	0	-1	-2	5
COCC(C)NC(=O)CCS(=O)(=O)c1nc(-c2ccc(OC)cc2)cc(C(F)(F)F)n1 (stereo not given)	-1.0	14	-2	-15	-9	-23	-26	-3	10	-10	-6
Cc1ccc(NC(=S)Nc2ccc(S(=O)(=O)N3CCOCC3)cc2)cc1S(=O)(=O)N1CCOCC1	2.4	-6	4	2	-8	2	-28	-1	21	-3	4
COc1ccc(/C=N/NC(=O)C(C)n2nnc3ccccc32)cc1OC (stereo not given)	-0.8	-2	-5	-6	-6	-2	-5	22	3	-3	-3
COc1ccc(-c2nnc(SCC(=O)NC3CCCCC3)o2)cc1OC	-0.3	2	-16	4	7	4	9	11	9	-12	-18
COc1ccc(NC(=O)CN(C)CC(=O)NC(=O)NC2CCCCC2)cc1	-0.7	-4	-5	-3	-1	6	5	16	3	1	12
Cc1c(C(=O)NNC(=O)c2ccccc2O)oc2ccccc12	0.2	5	-56	-8	-6	7	-11	-2	-3	-17	-8
Cc1sc2ccccc2c1CNC[C@H]1O[C@@H](n2ccc(=O)[nH]c2=O)[C@H](O)[C@@H]1O	nt	-3	-4	17	nt	nt	-4	17	nt	0	17
C[C@H](NS(=O)(=O)c1ccc(Cl)c(Cl)c1)C(=O)OCc1cc(=O)n2cc(Br)ccc2n1	-0.8	0	0	-10	-4	9	-15	3	3	2	-2
CC(=O)c1ccc(OCc2cc(C(=O)NCCc3ccc(Cl)cc3)no2)cc1	14*	-5	-28	-21	-9	-6	-5	-27	20	4	-23
COc1ccc(S(=O)(=O)N2CCOCC2)cc1NC(=O)CCNC(=O)c1ccc(Br)cc1	-1.3	-7	82*	44	-11	-20	57*	31	13	-9	-6
CC(=O)Nc1ccc(S(=O)(=O)Nc2nccc(C3Cc4ccccc4C(=O)O3)n2)cc1 (stereo not given)	-1.7	2	-1	-9	6	-18	-4	6	11	-5	-11
CCCCCC(=O)N1C[C@H](n2cc(C3CC3)nn2)[C@@H](O)C[C@@H]1c1ccc(OC)cc1	-1.4	2	-13	1	-2	5	-17	8	1	8	-12
Cc1ccc(S(=O)(=O)N2CCc3ccccc3C2CC(=O)O)cc1 (stereo not given)	2.4	9	17	4	-12	-1	7	18	1	1	-4
COc1ccccc1C(=O)NCCC(=O)N1CC=C(c2ccccc2)CC1	-1.0	24*	15	7	-6	0	-21	24	6	3	10
O=C(N=C1N=C2C=CC(Br)=CN2Cc2ccccc21)c1ccc([N+](=O)[O-])cc1[N+](=O)[O-]	1.5	2	-125	-74	-6	-29	-90	-96	27	-1	-29
COc1cc(CN2CCN(C(=O)c3ccc(-c4ccccc4)cc3)CC2)cc(OC)c1OC	-0.7	13	-9	7	8	3	7	-4	6	-1	18
NS(=O)(=O)c1ccc(NC(=S)N2CCN(c3ccccc3Cl)CC2)cc1	0.6	-4	-8	-73	-5	1	1	2	-3	5	10
CC(C)NC(=O)COC(=O)c1ccc(Cl)c(S(N)(=O)=O)c1	1.7	15	16	16	-1	4	16	15	-6	-1	15
CCn1cc(C(=O)N2CCN(Cc3ccc4c(c3)OCO4)CC2)c(=O)c2ccc(C)nc21	-0.7	-2	-7	-8	-1	6	-2	1	0	-8	0
C=CCN(c1ccccc1OC)S(=O)(=O)c1cccc(C(=O)NCc2ccco2)c1	-3.1	6	-9	-7	-3	3	-50	-17	9	7	5
CN(CC(=O)N1CC=C(c2ccccc2)CC1)S(=O)(=O)c1ccc2c(c1)c(=O)n(C)c(=O)n2C	0.4	6	-13	16	7	0	-2	6	-7	-3	-5
COc1ccc(S(=O)(=O)N2CCCC(N(C)CCc3ccccc3)C2)cc1OC (stereo not given)	-0.9	-1	-20	5	0	0	-7	-7	11	7	7
O=C(Cn1ccc2ccccc21)Nc1ccc2c(c1)OCO2	1.3	-2	12	8	2	7	11	3	2	-1	11
O=C1C(C=NCC2CCCO2)=C(O)c2ccccc21 (stereo not given)	-2.0	-5	-103	-78	0	-11	-70	-98	4	-5	-58
Cn1c(=O)cc(SCC(=O)NCC2CCCO2)c2ccc(Cl)cc21 (stereo not given)	-1.7	0	1	-3	-16	-19	10	-14	9	-8	-7
Cc1cccc(NC(=O)CSc2cccc[n+]2[O-])c1C	-2.1	-1	16	-11	-3	-2	-7	3	-2	6	12
Nc1ccc(C(=O)OCC(=O)N2CCOCC2)cc1[N+](=O)[O-]	0.1	0	-59	-59	12	0	-37	-47	11	-4	-17
CCOC(=O)c1c(S(=O)(=O)N2c3ccccc3CC2C)c(C)n(C)c1C (stereo not given)	-1.2	1	-10	9	4	-8	-6	19	9	-5	-2
CCOC(=O)NCc1cc(-c2nn(C)c(=O)c3ccccc23)ccc1C	-1.8	0	-10	-9	-7	13	-1	9	7	-2	8
Cc1ccc2nc(CCc3nc4ccc(C)cc4o3)oc2c1	1.3	-5	-12	6	-9	9	10	4	-2	-8	-11

Copied from the listing, 2 compounds:
SMILES	MC4R barr agon	ABHD5 PLIN5 PPI	LRH-1 inv ag	NCOA1 inh	TLR9-MyD88 block	LMP1 NFkB inh	NCOA2 inhibitor	NCOA3 inh	MC4R antagonist	NOD2-RIPK2 inh	COUP-TFII inh
CCCc1nc(SCC(=O)Nc2nc3c(s2)CCCC3)c2ccccc2n1	2.2	-9	-3	-5	-7	1	20	-59	36*	-3	-4
CCOC(=O)c1c(-c2ccccc2)csc1NC(=O)/C(C#N)=C/c1ccc(O)c(OC)c1	0.9	4	-2	-21	19	0	-4	-3	18	9	12

Following part.
SMILES	MC4R barr agon	ABHD5 PLIN5 PPI	LRH-1 inv ag	NCOA1 inh	TLR9-MyD88 block	LMP1 NFkB inh	NCOA2 inhibitor	NCOA3 inh	MC4R antagonist	NOD2-RIPK2 inh	COUP-TFII inh
Cc1cnc(C(=O)N2CCN(S(=O)(=O)c3cc(C(F)(F)F)cc(C(F)(F)F)c3)CC2)cn1	1.2	2	3	-9	-6	-8	10	12	8	-2	7
CC(=O)c1ccc(N2CCN(S(=O)(=O)c3ccc4c(c3)CC(=O)N4C)CC2)cc1	-2.8	-5	-5	-2	1	-2	2	4	3	-7	15
C/C(=N\Nc1cc(N2CCOCC2)nc(C)n1)c1cccc([N+](=O)[O-])c1	-0.4	-12	-22	-1	3	8	17	9	10	-4	3
O=C(CCNS(=O)(=O)c1ccc(Cl)cc1)OCC(=O)c1ccc[nH]1	-0.4	-5	-1	-12	-8	0	-6	7	15	9	-11
Cc1ccccc1Cn1nc(C)c(NC(=O)c2cc(CC(C)C)on2)c1C	-1.6	0	-12	5	0	10	9	9	9	-4	19
CC(C)C(=O)NN(C(=O)c1ccccc1)c1ccccc1	-0.5	1	-4	13	-11	0	25	7	11	-7	13
CC(=O)NC(c1ccc(F)c(F)c1)c1nc(-c2ccccc2)cs1 (stereo not given)	-2.6	-9	-11	6	nt	nt	-3	-20	4	0	-6
COc1ccc(/C=N/NC(=O)c2ccc(COc3ccccc3Cl)o2)cc1	9.9*	3	-25	-13	-4	-1	-6	-15	6	7	-14
O=C1CCCC2=C1C(c1ccccc1)C1C(=O)c3ccccc3C1=N2 (stereo not given)	-3.0	9	2	5	-4	-3	14	11	0	-6	-4
CC(C)C(C)NC(=O)COn1nnc2ccc(S(=O)(=O)N3CCOCC3)cc21 (stereo not given)	-1.5	9	-8	-5	-6	-3	10	-23	2	5	5
COC(=O)COc1ccc(S(=O)(=O)Nc2ccc3c(c2)OCO3)cc1	-1.2	4	27	5	4	-1	14	3	24	-5	-4
Cc1cc(C(=O)O)c(C)n1-c1ccccc1	-1.4	2	9	4	4	2	-6	14	7	0	0
O=C(Cc1ccccc1)N1CCN=C1SCc1ccc([N+](=O)[O-])cc1	-1.0	-26	7	8	3	3	20	20	-6	-6	-2
CCCCNC(=O)c1cn(CC)c2cc(N3CCN(C(=O)c4ccco4)CC3)c(F)cc2c1=O	1.8	1	0	2	8	nt	-23	-7	3	-11	3
Cc1ccc(Cc2c(-c3cccc(Cl)c3)nc3c4ccccc4ccn23)cc1	nt	-11	-4	0	nt	nt	-15	-21	nt	6	-2
